Assay outcomes from PubChem BioAssay.
TbHK1 inh – blocks Trypanosoma brucei hexokinase 1 activity; recombinant TbHK1, G6PDH-coupled NADH A340; 0.11% of 220,000 active; inhibition, % at 10 µM;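 active means inhibition of 50% or more in the single-dose primary screen; inactive means inhibition below 50%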
EBV gp42 block – blocks Epstein-Barr virus glycoprotein 42 binding. AID 1085. Fluorescence polarization binding assay, mP read-out. 0.42% of 220,000 active. Q1HVG2. inhibition, % (tested at 21.74 µM); in the data active means inhibition above about 50%
Target sequence (Q1HVG2 whole entry, looked up): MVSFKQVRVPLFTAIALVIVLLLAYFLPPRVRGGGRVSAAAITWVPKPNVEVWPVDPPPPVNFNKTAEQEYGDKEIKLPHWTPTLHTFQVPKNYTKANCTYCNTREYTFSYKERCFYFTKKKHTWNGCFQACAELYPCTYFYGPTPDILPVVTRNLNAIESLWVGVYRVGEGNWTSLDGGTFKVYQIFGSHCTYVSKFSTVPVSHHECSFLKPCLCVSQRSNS
TRPML3 agonist – human mucolipin-3 channel agonism | Q8TDD5 | HEK293 TRPML3-YFP, Fluo-8 calcium fluorescence; 100% = the carbachol control signal | activation, % at 3 µM | 0.29% of 220,000 active;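 active means activation above its plate's cutoff, the mean activation of the plate's test wells plus 3 SD, cut at about 12% in these data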;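 further: 0% = DMSO only wells and 100% = carbachol wells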
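Test system – HEK293 line with stable expression of human TRPML3-YFP channel · Control set – carbachol 87 µM final as high control (100%), DMSO as low control (0%) · Signal – Fluo-8 calcium dye fluorescence, ex 470-495, em 515-575 nm · Incubation – 1-h 37 °C dye load, 5-s basal, 120-s post-compound reads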
m-calpain inh – inhibitors of pig calpain II; purified calpain II, fluorogenic peptide substrate, 30 min; inhibition, % at 16 µM; 0.37% of 220,000 active; AID 1236;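 active means inhibition above about 50%, limit read from the data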
Furin inhibitor – blocks human furin protease activity; P09958; purified furin, fluorogenic substrate cleavage; inhibition, % at 30 µM; 0.061% of 220,000 active; AID 463115; in the data active means inhibition above about 25%; further: inactives centre near -15
Target sequence (P09958 108-714 limits assumed): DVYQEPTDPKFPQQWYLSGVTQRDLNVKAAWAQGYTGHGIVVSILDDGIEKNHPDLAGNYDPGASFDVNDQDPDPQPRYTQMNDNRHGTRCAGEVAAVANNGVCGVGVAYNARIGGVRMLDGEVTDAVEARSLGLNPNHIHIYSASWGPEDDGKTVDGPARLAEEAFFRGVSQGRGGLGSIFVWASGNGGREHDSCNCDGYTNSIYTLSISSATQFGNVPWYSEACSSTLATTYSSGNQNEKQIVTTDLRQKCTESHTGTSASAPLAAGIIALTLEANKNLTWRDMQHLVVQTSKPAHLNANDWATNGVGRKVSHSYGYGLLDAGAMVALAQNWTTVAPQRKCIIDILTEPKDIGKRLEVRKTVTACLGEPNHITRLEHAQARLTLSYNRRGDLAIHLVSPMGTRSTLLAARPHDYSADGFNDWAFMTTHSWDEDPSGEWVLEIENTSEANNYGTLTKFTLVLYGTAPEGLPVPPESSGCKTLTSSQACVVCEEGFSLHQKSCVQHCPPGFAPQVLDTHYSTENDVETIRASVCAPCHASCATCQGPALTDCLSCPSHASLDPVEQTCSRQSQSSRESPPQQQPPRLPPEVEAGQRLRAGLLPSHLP
PPC-1+TRAIL kill – kills PPC-1 cancer cells in the presence of TRAIL; PPC-1 cells + TRAIL, ATPLite viability luminescence; AID 1443; 0.41% of 220,000 active; cell killing (% activity), % at 4 µM;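 active means cell killing above 50% in the first pass at 4 µM, then a duplicate retest at 5 µM averaging 50% or more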;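 further: plate controls were cells with TRAIL plus DMSO for no effect and medium-only wells lacking cells for full effect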
TRPN1 ag – agonists of zebrafish TRPN1 channel; HEK293 zebrafish TRPN1-YFP, Fluo-8 calcium fluorescence; 100% = response to 87 µM carbachol; activation, % at 3 µM; 0.18% of 220,000 active;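 active means activation above its plate's cutoff, the mean activation of test wells on that plate plus 3 SD, cut at about 19% in these data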;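 further: 0% = DMSO alone and 100% = 87 µM carbachol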
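Control set: carbachol 87 µM as high control, DMSO as low control; system: HEK293 stable line with zebrafish TRPN1-YFP; read-out: % activation versus carbachol response; detection: intracellular calcium fluorescence with Fluo-8; doses: single test compound dose, 3 µM nominal, 0.3% DMSO; schedule: dye 1 h 37 °C plus 30 min RT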
thrombin 1536 – thrombin (human) inhibition; P00734; 0.26% of 220,000 active; inhibition, % at 5 µM; alpha-thrombin, Boc-VPR-AMC fluorogenic substrate cleavage; AID 1046;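 active means inhibition at or above 40%; inactive means inhibition below 40%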;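 further: 0% = enzyme with no compound and 100% = wells without enzyme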
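Material: human alpha-thrombin protein; Also added: Boc-VPR-AMC substrate, 15 µM final; Timing: enzyme reaction carried out at room temperature; Signal: fluorescence, ex 355 nm, em 460 nm; Measure: % inhibition of thrombin; Controls: enzyme without compound as high, wells lacking enzyme as low.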
KCC2 mod – KCC2 (human) Cl- transport modulation; KCC2 cells, thallium flux FluoZin-2 fluorescence; AID 1456; Q9H2X9; B-score of Tl+ flux slope (higher = more flux/activation; lower = inhibition) at 10 µM; 2.2% of 190,000 active;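 active means thallium flux slope and its plate-corrected score both differing from the plate sample mean at a set confidence after two filtering rounds, in either direction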;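 further: slope of fluorescence scaled to starting intensity during 10 to 20 s after thallium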
* hit, by the source's call; / = not tested or not shown; [ ] = remark or other dose.

SMILES | TbHK1 inh | EBV gp42 block | TRPML3 agonist | m-calpain inh | Furin inhibitor | PPC-1+TRAIL kill | TRPN1 ag | thrombin 1536 | KCC2 mod
O=C(COC(=O)/C=C/c1cccc(F)c1)Nc1ccccc1-c1ccccc1 | 33 | -9 | 0.1 | 14 | -13 | 28 | -1.1 | -2 | 0.0037
CCOc1ccc(-n2c(SCC(=O)Nc3cc(C)on3)nnc2-c2c[nH]c3ccccc23)cc1 | -21 | 8 | 0.1 | 13 | -18[20 µM] | -6 | -1.5 | 0 | 0.039
COc1ccc(/C(C)=N/NC(=O)Cc2c(C)nc(C)[nH]c2=O)cc1 | 31 | -11 | 1.0 | 2 | -2 | 12 | 1.4 | 5 | 0.44
CCc1ccc2c(c1)c(N=NC1=NC(=O)CS1)c(O)n2CC | -12 | -11 | -1.1 | 14 | 5 | 17 | -1.8 | -10 | /
CC(=O)N(C)c1ccc(NC(=O)COc2ccc(Br)cc2C)cc1 | 0 | -20 | 2.1 | 3 | -14 | 11 | 2.1 | -13 | 0.28
Cc1ccccc1C(=O)N1CCN(c2ccc(NC(=O)c3cccnc3Cl)cc2)CC1 | -1 | -7 | 1.7 | -29 | -33 | 11 | 1.4 | -3 | /
COc1ccccc1CN1CCNC(=O)C1CC(=O)NCc1csc(C)n1 (stereo not drawn) | -8 | 6 | 1.2 | 1 | -31 | -4 | 1.8 | 2 | /
Clc1ccc(-n2nnnc2CN2CCCCC2)cc1Cl | -2 | -5 | -0.3 | 12 | -31[20 µM] | -4 | -0.7 | -7 | /
O=C(CCN1C(=O)c2cccc3cccc(c23)C1=O)NCc1cccnc1 | -13 | -14 | 0.8 | -34 | -22 | 7 | -0.9 | -1 | 0.81
Nc1nc(Nc2cccc(Cl)c2)n[nH]1 | -11 | -9 | 0.8 | -11 | -5 | -8 | 0.2 | 3 | -0.51
CC1CCC2(CC1)NC(=O)N(CC(=O)N1CCN(S(=O)(=O)c3ccccc3)CC1)C2=O (stereo not drawn) | -4 | 6 | -0.6 | -22 | -24 | 19 | 0.2 | 2 | -0.19
CCOC(=O)Cc1csc(NC(=O)CSc2nnnn2-c2ccc(C)cc2C)n1 | -1 | -1 | 0.6 | 25 | -18[20 µM] | 7 | -0.1 | 0 | 0.043
CCCOC(=O)Nc1nnc(CCC)s1 | 8 | -13 | 0.7 | -26 | 1[20 µM] | 2 | -1.4 | -10 | 0.47
CCOC(=O)c1nn(-c2ccccc2)c2nnc(Cc3ccc(C)cc3)c(=O)n12 | 2 | 7 | 0.2 | 21 | -5 | 27 | 0.1 | -4 | 0.05
O=C(Cc1ccccc1)Nn1c(-c2ccccc2)nc2ccccc2c1=O | 0 | -35 | 0.3 | 1 | -24 | 3 | 1.3 | 0 | 0.77
CC(C)(C)n1cnc2cc(NC(=O)c3cccs3)ccc21 | -5 | -9 | 0.9 | 11 | -20 | 6 | 1.8 | -7 | -0.17
Cc1cc(C)n(CCC(=O)N/N=C/c2ccc(O)cc2O)n1 | -18 | -5 | 0.0 | -66 | -19 | 3 | 0.4 | -6 | -0.55
CN(C)/C=C1\NC(=S)N(c2ccc(Cl)cc2)C1=O | 3 | -5 | 0.0 | -40 | -7 | 6 | 0.4 | 3 | 1.1
O=C(NCCc1c[nH]c2ccccc12)/C(=C\c1cccnc1)NC(=O)c1cccs1 | -5 | -4 | 0.3 | 11 | -22 | 10 | -0.5 | -8 | 0.17
Cc1c(N=Cc2ccncc2)c(=O)n(-c2ccccc2)n1C | -10 | -20 | 0.5 | -9 | -17 | 5 | -0.4 | 6 | /

Two of the compounds above, with each value named:
CCOc1ccc(-n2c(SCC(=O)Nc3cc(C)on3)nnc2-c2c[nH]c3ccccc23)cc1
  TbHK1 inh: -21	EBV gp42 block: 8	TRPML3 agonist: 0.1	m-calpain inh: 13	Furin inhibitor: -18[20 µM]	PPC-1+TRAIL kill: -6	TRPN1 ag: -1.5	thrombin 1536: 0	KCC2 mod: 0.039

COc1ccc(/C(C)=N/NC(=O)Cc2c(C)nc(C)[nH]c2=O)cc1
  TbHK1 inh: 31	EBV gp42 block: -11	TRPML3 agonist: 1.0	m-calpain inh: 2	Furin inhibitor: -2	PPC-1+TRAIL kill: 12	TRPN1 ag: 1.4	thrombin 1536: 5	KCC2 mod: 0.44

Returning to the listing, repeating the 4 entries before the break.
SMILES | TbHK1 inh | EBV gp42 block | TRPML3 agonist | m-calpain inh | Furin inhibitor | PPC-1+TRAIL kill | TRPN1 ag | thrombin 1536 | KCC2 mod
Cc1cc(C)n(CCC(=O)N/N=C/c2ccc(O)cc2O)n1 | -18 | -5 | 0.0 | -66 | -19 | 3 | 0.4 | -6 | -0.55
CN(C)/C=C1\NC(=S)N(c2ccc(Cl)cc2)C1=O | 3 | -5 | 0.0 | -40 | -7 | 6 | 0.4 | 3 | 1.1
O=C(NCCc1c[nH]c2ccccc12)/C(=C\c1cccnc1)NC(=O)c1cccs1 | -5 | -4 | 0.3 | 11 | -22 | 10 | -0.5 | -8 | 0.17
Cc1c(N=Cc2ccncc2)c(=O)n(-c2ccccc2)n1C | -10 | -20 | 0.5 | -9 | -17 | 5 | -0.4 | 6 | /
CCOc1ccccc1NC(=O)C(OC(=O)c1ccc(O)cc1)c1ccccc1 (stereo not drawn) | 8 | -17 | -0.3 | 8 | -1 | -20 | -0.4 | -7 | -0.027
CN(C)CC1CCCCC1OC(=O)/C=C/c1ccccc1 (stereo not drawn) | -5 | 0 | 1.4 | -16 | -28 | 10 | 2.7 | -1 | 0.98
O=C(CCn1nnc2ccccc21)N1CCN(c2ccccc2)CC1 | 0 | 6 | -0.5 | 10 | 5 | -17 | -0.6 | -2 | 0.6
Cc1oc(-c2cccc(Cl)c2)nc1CSc1nc2c(c(=O)[nH]1)CCC2 | 1 | -4 | 0.6 | 3 | -13 | 21 | 0.6 | -3 | -1.3
CCOc1ccc(NCC(=O)Nc2ccc(Cl)cc2C)cc1 | 4 | -20 | 0.9 | -1 | -22[20 µM] | 25 | 0.3 | 5 | -1.5
Cc1ccccc1CSc1nc(-c2ccccc2)cc(=O)[nH]1 | -15 | 2 | 1.0 | 17 | -11 | 2 | 2.5 | 5 | 0.37
NCCCC[C@@H]1NC(=O)[C@H](CCC(=O)O)NC(=O)c2cc([N+](=O)[O-])cc(I)c2SC[C@@H](C(=O)NCC(N)=O)NC1=O | 0 | -12 | 1.3 | -6 | -20 | 3 | 2.2 | -1 | -0.33
O=C(Nc1ccc(Cl)cc1)Nc1cccnc1 | 6 | -16 | 1.2 | 1 | -21[20 µM] | 10 | 1.5 | 0 | 0.27
C=CCn1c(=NC(=O)c2ccccc2[N+](=O)[O-])sc2cc(S(C)(=O)=O)ccc21 | 4 | 8 | 0.8 | -5 | -6 | 14 | 1.0 | 13 | 0.88
O=C(Cn1nnc2ccccc21)Nc1ccc(Cl)cn1 | -3 | 4 | 0.6 | -5 | -30 | -2 | -0.9 | -5 | -0.096
c1ccc(CSc2ncnc3ccccc23)cc1 | -2 | -12 | -0.1 | 16 | -8 | -9 | -2.5 | 3 | 0.029
COc1cc(/C=C(\C#N)C(=O)c2c[nH]c3ccccc23)cc(OC)c1O | 8 | -151 | 2.9 | 12 | -5 | -16 | 11 | 4 | -2.9
COc1ccccc1N=C(C)C1=C(O)CC(c2ccccc2)CC1=O (stereo not drawn) | -5 | -3 | 0.3 | 32 | -1 | 12 | -0.1 | 8 | -2.5
COc1cc(SC)ccc1C(=O)NCCOc1c(C)cc(C)cc1C | -8 | 9 | 2.3 | 26 | -23 | -12 | 2.3 | -5 | -0.95
N#CCCn1cc(/C=N/NC(N)=S)c(-c2ccc(-c3ccccc3)cc2)n1 | -9 | -16 | 0.4 | -51 | -19 | 1 | -0.3 | 6 | -0.027
COc1cc(C2C(C#N)=C(N)Oc3cc(C)n(CCN4CCOCC4)c(=O)c32)cc(OC)c1OC (stereo not drawn) | 1 | -3 | 1.2 | -18 | -25 | / | 1.4 | -2 | 0.69
COc1ccc(N2CCN(C(CNC(=O)C(=O)NCCC3=CCCCC3)c3ccco3)CC2)cc1 (stereo not drawn) | 26 | -15 | 0.2 | 6 | -15 | 0 | -0.4 | -10 | 0.017
O=C(O)/C=C/C(=O)NCCC(c1ccccc1)c1ccccc1 | -11 | -14 | -1.0 | 0 | 10 | 4 | 1.2 | -6 | -0.31
CCOc1cc(/C=C2/SC(=S)NC2=O)ccc1OC(=O)c1ccco1 | 1 | -4 | 0.2 | 26 | 7 | 34 | -0.9 | 1 | 1.4
CC1=NNC(=O)C1CCC(=O)N/N=C/c1ccc(Cl)cc1Cl (stereo not drawn) | -4 | -9 | 0.3 | 10 | -15 | 11 | 1.1 | 1 | -0.081
O=C(CSc1nnnn1C1CCCC1)NCc1ccc2c(c1)OCO2 | 5 | -8 | -0.2 | -1 | -17[20 µM] | 7 | -0.1 | -3 | 0.5
CCCCN(C(=S)Nc1cccc(SC)c1)C1CCN(C(C)=O)CC1 | 6 | -12 | 0.7 | 20 | -4 | 9 | -0.1 | 29 | -0.004
COc1ccc(CNC(=O)COC(=O)/C=C/c2ccco2)cc1 | -7 | -13 | 0.3 | 7 | -1 | 8 | -0.7 | -22 | -0.35
Cc1[nH]c2ccc(F)cc2c1CCN(Cc1ccncc1)C(=S)Nc1cccc(F)c1 | -10 | -4 | 1.1 | -44 | -15 | 10 | 3.0 | -6 | 1.6
COc1ccc(S(=O)(=O)c2ccc(O)cc2)cc1 | -2 | -14 | -0.1 | -2 | -16[20 µM] | 10 | -0.7 | 14 | -0.46
Cc1ccc(S(=O)(=O)CC(c2ccccc2)N2CCCCC2)cc1 (stereo not drawn) | 6 | 1 | -0.5 | -14 | -34 | 0 | -3.1 | -1 | 0.14
O=C(Cn1c(-c2ccc(Cl)cc2)noc1=O)N1CCN(c2ccccc2F)CC1 | 0 | 2 | 1.0 | 4 | -19 | 0 | 0.4 | 3 | -4.5*
COc1ccc(-n2c(Cc3cccn3C)nnc2SCC(=O)Nc2ccc3c(c2)OCO3)cc1 | 2 | -15 | -0.1 | 14 | 0 | 17 | 1.6 | -2 | -0.04
CC/C(=N\NC(=O)C1CC1)c1cccc(Cl)c1 | -4 | 2 | 1.3 | -15 | -13 | -18 | -1.0 | -6 | -1.1
O=c1cc(-c2ccc(O)cc2)oc2c(O)c(O)c(O)c(O)c12 | -39 | -3 | 0.6 | 8 | -15 | 2 | 0.3 | 1 | 1.4
CCN1CCN(c2ncnc3c2cnn3-c2ccc(C)cc2C)CC1 | -3 | -9 | / | -19 | -37 | -9 | / | 0 | 0.0051
CC(C)(C)NC(=O)CN(C(=O)Cn1nnc(-c2ccc(Cl)cc2)n1)C1CCN(Cc2ccccc2)CC1 | 1 | 2 | 0.8 | -9 | -30[20 µM] | -4 | -0.3 | -2 | -0.0022

Of the compounds above, three have fluorine.
SMILES | TbHK1 inh | EBV gp42 block | TRPML3 agonist | m-calpain inh | Furin inhibitor | PPC-1+TRAIL kill | TRPN1 ag | thrombin 1536 | KCC2 mod
O=C(COC(=O)/C=C/c1cccc(F)c1)Nc1ccccc1-c1ccccc1 | 33 | -9 | 0.1 | 14 | -13 | 28 | -1.1 | -2 | 0.0037
Cc1[nH]c2ccc(F)cc2c1CCN(Cc1ccncc1)C(=S)Nc1cccc(F)c1 | -10 | -4 | 1.1 | -44 | -15 | 10 | 3.0 | -6 | 1.6
O=C(Cn1c(-c2ccc(Cl)cc2)noc1=O)N1CCN(c2ccccc2F)CC1 | 0 | 2 | 1.0 | 4 | -19 | 0 | 0.4 | 3 | -4.5*
